Screens: PubChem, several laboratories
TPT1 inh – Candida albicans TPT1 enzyme inhibitors, primary screen, biochemical, fluorescence polarization. actives 0.81% (n = 300,000). recombinant caTPT1, FP RNA substrate dephosphorylation. inhibition, % at 5 µM. tRNA 2'-phosphotransferase TPT1 (Candida albicans SC5314);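 active = inhibition above the mean of all tested compounds plus 3 SD, set per screening campaign, cut at about 24% in these data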;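 note: plate controls were DMSO alone for no effect and ferristatin control at 100 nM for full effect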
ZTA DNA inh – blocks Epstein-Barr virus ZTA, an EBNA-1 counter-screen; ZTA-DNA binding, fluorescence polarization; inhibition, % at 11 µM; actives 0.15% (n = 320,000); in the data active = inhibition above about 33%
Target sequence (P03206 whole entry, looked up): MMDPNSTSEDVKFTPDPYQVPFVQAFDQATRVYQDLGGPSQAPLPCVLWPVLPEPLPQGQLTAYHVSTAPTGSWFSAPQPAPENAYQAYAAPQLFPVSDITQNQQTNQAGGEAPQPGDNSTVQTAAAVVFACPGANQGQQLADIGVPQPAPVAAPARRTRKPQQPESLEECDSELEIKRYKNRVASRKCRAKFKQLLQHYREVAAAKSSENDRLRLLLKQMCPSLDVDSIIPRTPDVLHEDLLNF
Fh CTSL1 inh – Fasciola hepatica cathepsin L1 inhibitors, primary screen, counter-screen for PFM18AAP inhibitor project, biochemical, QFRET, fluorogenic peptide substrate; inhibition, % at 5.96 µM; actives 0.49% (n = 300,000); AID 1906, 2009; recombinant F. hepatica cathepsin L1, Z-Leu-Arg-MCA fluorescence;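 active = inhibition above the mean of all tested compounds plus 3 SD, set per screening campaign, cut at about 17% in these data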;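 note: 0% = plate median of test compound wells and 100% = 1 µM Z-Phe-Ala-diazomethylketone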
HCV core dimer – inhibitors of HCV core protein dimerization, primary screen, biochemical, TR-FRET, high-throughput; TR-FRET GST/Flag-core106 dimerization, 1536-well; inhibition, % at 5 µM; actives 0.33% (n = 300,000); AID 1899, 2009;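 active = inhibition above the mean of all tested compounds plus 3 SD, set per screening campaign, cut at about 45% in these data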
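test system = GST/Flag-tagged HCV core106 proteins | probe or stimulus = Eu donor and XL665 acceptor anti-tag antibodies | times = compound-protein-antibody incubation 4 h at 22.5 °C | signal = TR-FRET, excitation 340 nm, emission 617 and 671 nm | measure = percent inhibition of core106 dimerization signal | controls = wells lacking GST-core106 and wells with excess unlabelled core106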
PP1 inh – PP1-alpha phosphatase inhibitors, primary screen, counter-screen for PP5 inhibitor project, biochemical, fluorescence, OMFP substrate, single point; inhibition, % at 6.7 µM; actives 0.9% (n = 320,000); Serine/threonine-protein phosphatase PP1-alpha catalytic subunit (Homo sapiens), P62136; AID 2235, 2010; purified PP1alpha;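 active = inhibition above the mean inhibition of all tested compounds plus 3 SD, computed separately for each screening campaign, cut at about 15% in these data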
Target sequence (P62136 whole entry, looked up): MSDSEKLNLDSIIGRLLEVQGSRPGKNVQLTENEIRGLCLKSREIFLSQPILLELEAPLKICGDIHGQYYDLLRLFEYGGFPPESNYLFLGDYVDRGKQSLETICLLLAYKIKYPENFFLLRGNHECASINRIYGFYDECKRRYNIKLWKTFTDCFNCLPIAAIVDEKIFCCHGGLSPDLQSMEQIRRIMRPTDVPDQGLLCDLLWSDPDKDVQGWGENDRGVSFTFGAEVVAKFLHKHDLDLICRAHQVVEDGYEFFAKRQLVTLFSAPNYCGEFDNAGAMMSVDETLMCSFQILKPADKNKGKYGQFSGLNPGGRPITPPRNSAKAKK
CR mimetic SO – reduction of superoxide in aged yeast, primary screen, HTS; S. cerevisiae aged cells, superoxide DHE fluorescence; hits give low values; superoxide response (% of plate mean), % at 10 µM; actives 0.18% (n = 330,000); AID 2690, 2010;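 active = superoxide response under a set limit, about three screen SD below normal, cut at about 65% in these data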;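 note: yeast aged for seven days with compound at 30 °C before DHE staining; 100% = average MFI of all compound-treated wells on the plate with controls excluded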
EBNA-1 inh – EBNA-1 DNA-binding inhibitors, primary screen, biochemical, fluorescence polarization; inhibition, % at 14.8 µM; actives 0.34% (n = 300,000); in the data active = inhibition above about 28%
PP5 inh – PP5 phosphatase inhibitors, primary screen, biochemical, fluorescence | Serine/threonine-protein phosphatase 5 (Homo sapiens), P53041 | purified PP5c, OMFP substrate fluorescence | inhibition, % at 6.7 µM | actives 0.18% (n = 320,000);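 active = inhibition above the campaign's mean inhibition across all tested compounds plus 3 SD, cut at about 9.5% in these data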;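 note: 0% = DMSO only and 100% = 100 µM cantharidin control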
Target sequence (P53041 whole entry, looked up): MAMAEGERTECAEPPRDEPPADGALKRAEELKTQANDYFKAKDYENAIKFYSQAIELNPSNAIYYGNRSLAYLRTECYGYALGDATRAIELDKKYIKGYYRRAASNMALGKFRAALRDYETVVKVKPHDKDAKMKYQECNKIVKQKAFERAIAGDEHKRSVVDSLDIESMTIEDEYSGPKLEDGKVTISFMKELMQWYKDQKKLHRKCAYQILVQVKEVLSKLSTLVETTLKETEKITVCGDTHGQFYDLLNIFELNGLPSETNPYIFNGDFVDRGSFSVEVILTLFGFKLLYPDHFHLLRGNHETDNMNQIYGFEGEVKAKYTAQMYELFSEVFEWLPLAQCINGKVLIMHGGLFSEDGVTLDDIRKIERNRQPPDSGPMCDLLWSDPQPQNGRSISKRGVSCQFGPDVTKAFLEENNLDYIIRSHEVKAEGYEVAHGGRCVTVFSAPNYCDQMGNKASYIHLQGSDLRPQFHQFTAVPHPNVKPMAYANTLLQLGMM
JMJD2C inh – inhibitors of GASC-1 histone demethylase, primary screen, biochemical, fluorescence, DELFIA europium; GST-JMJD2C(1-420) H3K9me3 demethylation; actives 0.069% (n = 330,000); AID 2099, 2009; inhibition, % at 2.35 µM;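 active = more than half of a compound's replicate wells show inhibition beyond 50%, single wells judged on their own value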;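 note: signal counts dimethyl H3K9 product captured on neutravidin plate; 0% = median of DMSO wells and 100% = 0.3 times that DMSO median; strong numbers were not always called active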
Starred values were filed as active, the others as inactive; / = no result given; & = joins results of further samples. Random draw from the library; about 3.1% have a hit in one of these screens.

SMILES | TPT1 inh | ZTA DNA inh | Fh CTSL1 inh | HCV core dimer | PP1 inh | CR mimetic SO | EBNA-1 inh | PP5 inh | JMJD2C inh
COc1ccc(S(=O)(=O)N(C)c2nc3ccccc3n3c(CC(C)C)nnc23)cc1 | -1.6 | 3.2 | 3.5 | 14.5 | -3.1 | 134.3 | -0.2 | 2.0 | 0.9
CCc1nnc2sc(-c3ccc(NC(=O)CSc4ccc(Cl)cc4)cc3)nn12 | -1.6 | 2.8 | -2.2 | 0.7 | 3.1 | 95.5 | -2.6 | 1.9 | 9.5
CN1CCC(N(C)C(=O)c2ccccc2F)CC1 | 1.6 | -4.2 | 1.5 | -8.3 | -3.0 | 105.8 | -17.2 | 2.1 | -13.8
Cc1cccc(NS(=O)(=O)c2cccc(C(=O)NCC(c3ccco3)N3CCCCC3)c2)c1 (configuration not stated) | -2.9 | -3.0 | 0.5 | -0.9 | -0.2 | 91.2 | -1.4 | 0.8 | 2.9
CC(C)(C)c1ccc(C(=O)N2CCN(Cc3ccccc3)CC2)cc1 | -3.3 | -0.5 | 5.6 | -3.7 | -2.0 | 105.3 | -9.4 | 4.6 | -10.5
Cc1onc(C(=O)/C=C/N(C)C)c1C(=O)Nc1nccs1 | -0.6 | -5.5 | 0.8 | 0.4 | 1.3 | 111.4 | -6.0 | 0.2 | 7.0
Cc1cc(Oc2ccc(-c3nnc(-c4ccccc4)o3)cc2[N+](=O)[O-])ccc1Cl | 2.1 | -10.9 | -0.6 | 2.5 | 12.3 | 98.6 | -1.6 | 1.1 | -6.6
O=C(N/N=C/c1ccc([N+](=O)[O-])cc1)c1cccs1 | 1.6 | -5.4 | 6.8 | 0.8 | -3.3 | 86.7 | -6.2 | 1.5 | 9.1
COc1ccc(CCN(C)Cc2nc(Cc3ccc(OC)c(OC)c3)no2)cc1OC | -1.7 | -3.3 | 0.2 | -7.3 | -0.6 | 93.4 | 6.6 | 1.1 | 3.1
CC1CCN(C(=O)COC(=O)C(C)N2C(=O)c3ccccc3C2=O)CC1 (configuration not stated) | / | -1.4 | / | / | -4.7 | 121.2 | / | 2.2 | 0.6
CCn1c(N)c(C(=O)NC)sc1=S | -2.2 | 5.7 | 3.2 | 1.2 | -2.1 | 98.0 | 8.2 | -2.0 | 5.2
CCOC(=O)N1CCN(C(=O)CCC2CCCC2)CC1 | 0.8 | 5.7 | -0.2 | -3.0 | 4.4 | 99.4 | 6.3 | 2.5 | 175.9
OC(CNCc1ccc2c(c1)OCO2)COc1ccc(F)cc1 (configuration not stated) | -5.1 | 8.5 | -1.7 | 0.5 | -2.0 | 85.4 | 2.9 | -1.4 | 0.6
COC(=O)CC1C(=O)NCCN1C(=O)CSc1nc2ccccc2s1 (configuration not stated) | 1.4 | 6.4 | 3.5 | 0.6 | -2.0 | 81.1 | 5.0 | -0.1 | -7.7
Nc1nc(-c2ccccc2)cn1/N=C/c1ccccc1 | 1.2 | 12.5 | 0.1 | 3.1 | -0.9 | 100.5 | 3.7 | 0.4 | -4.9
O=C(NCCCO)C(=O)Nc1cc2c3c(c1)CCC(=O)N3CCC2 | 1.3 | -5.3 | -2.6 | -0.1 | 6.9 | 112.0 | -6.6 | 2.1 | -4.5
Cc1ccc(S(=O)(=O)NNc2ccccc2)cc1 | -4.2 | 5.1 | 6.4 | -1.3 | -14.7 | 99.9 | 4.1 | 3.5 | 8.6
O=C(O)c1ccc(N=Nc2c(O)[nH]c3ccc(Br)cc23)cc1 | 7.3 | -26.4 | 0.6 | -16.9 | -1.8 | 104.0 | -7.7 | 2.6 | 14.7
COc1cccc(/C(O)=C/C(=O)C(=O)Nc2ccc(S(=O)(=O)NC(C)=O)cc2)c1 | 0.9 | -4.2 | 0.3 | 2.9 | 11.0 | 88.9 | 9.4 | 2.4 | 3.9
O=C(Oc1cccnc1)c1ccco1 | 0.0 | -9.3 | -4.8 | -1.2 | -0.6 | 93.1 | -6.7 | -0.3 | 3.4

An excerpt from above in order of their number in TPT1 inh, low to high:
SMILES | TPT1 inh
CCc1nnc2sc(-c3ccc(NC(=O)CSc4ccc(Cl)cc4)cc3)nn12 | -1.6
Cc1onc(C(=O)/C=C/N(C)C)c1C(=O)Nc1nccs1 | -0.6
CCOC(=O)N1CCN(C(=O)CCC2CCCC2)CC1 | 0.8

Two compounds from above with just CR mimetic SO, PP1 inh and EBNA-1 inh.
SMILES | CR mimetic SO | PP1 inh | EBNA-1 inh
COC(=O)CC1C(=O)NCCN1C(=O)CSc1nc2ccccc2s1 (configuration not stated) | 81.1 | -2.0 | 5.0
COc1ccc(S(=O)(=O)N(C)c2nc3ccccc3n3c(CC(C)C)nnc23)cc1 | 134.3 | -3.1 | -0.2

The results go on:
SMILES | TPT1 inh | ZTA DNA inh | Fh CTSL1 inh | HCV core dimer | PP1 inh | CR mimetic SO | EBNA-1 inh | PP5 inh | JMJD2C inh
CC(=O)Nc1cc(C(=O)N(C)Cc2ccco2)ccc1Sc1ccc(C)cc1 | -1.6 | -3.7 | 0.9 | -4.1 | -3.5 | 97.3 | 4.3 | 2.2 | -10.5
CC1CCCC(NC(=O)c2cccc(N3CCCC3=O)c2)C1C (configuration not stated) | -3.3 | 2.5 | -2.1 | 4.9 | 0.4 | 126.1 | -4.5 | 1.8 | -13.0
C(=N/N1CCN(c2ccccc2)CC1)/c1ccncc1 | 0.3 | -0.4 | 2.1 | -1.2 | -0.8 | 92.4 | 10.7 | 0.2 | -2.4
O=C(O)CCNS(=O)(=O)c1ccccc1 | -2.0 | -0.3 | -0.1 | 2.0 | -0.2 | 104.3 | -1.9 | 1.3 | -0.1
Cc1cc(C(=O)Nc2ccc3c(c2)OCCO3)c2ccccc2n1 | -0.9 | -3.7 | 3.1 | -1.3 | 1.1 | 87.0 | 2.7 | 0.1 | -1.0
CCOC(=O)C1CCCN(CCC(=O)Nc2cccc(F)c2)C1 (configuration not stated) | -1.4 | 12.7 | 1.5 | -7.9 | -1.9 | 102.0 | 2.1 | 2.4 | 1.8
Cc1c(Br)c([N+](=O)[O-])nn1C(C)C(=O)Nc1c(C)n(C)n(-c2ccccc2)c1=O (configuration not stated) | -0.2 | -6.9 | -4.1 | -2.5 | -2.7 | 99.9 | -2.2 | 0.5 | 1.5
CC(=O)Nc1cc(NC(C)=O)cc(C(=O)N2CCCC3CCCCC32)c1 (configuration not stated) | 1.2 | 10.1 | -2.2 | 16.5 | -0.9 | 97.9 | -4.3 | 4.1 | 3.3
O=C(CSc1nnc(-c2ccccc2)n1-c1ccccc1)c1cccs1 | -0.8 | -5.3 | -2.7 | 3.7 | 2.1 | 99.8 | -4.5 | 1.9 | 10.8
CCCCCCn1c(CN2CCN(Cc3ccccc3)CC2)nc2c1c(=O)n(C)c(=O)n2C | -1.5 | -0.8 | 2.7 | 6.7 | -1.3 | 95.5 | -3.2 | -0.5 | 0.3
COc1ccc(NC(=O)c2cccc(C(=O)Nc3ccc(OC)cc3)n2)cc1 | 0.0 | 14.0 | -1.9 | 4.8 | 2.7 | 107.3 | -0.3 | -0.1 | -13.5
O=C(O)C(=O)Nc1nc(-c2ccc3c(c2)OCCO3)cs1 | 0.0 | 19.6 | 0.0 | 1.8 | -2.1 | 103.7 | -4.4 | 0.8 | 11.4
CCN(CC)CCN(C(=O)C1=COCCO1)c1nc2cc3c(cc2s1)OCO3 | 5.1 | 8.3 | 0.7 | -2.8 | -3.1 | 110.7 | 0.1 | -0.6 | 6.8
Cc1ccc(-n2cc(C(=O)c3cc(Cl)ccc3O)cc(C#N)c2=O)cc1 | 12.9 | 5.2 | 1.9 | 14.2 | 10.6 | 102.8 | -1.8 | 5.3 | 6.0
COc1ccc(CN2C(=O)c3cccnc3C2=O)cc1S(=O)(=O)N1CCOc2ccc(Cl)cc21 | -2.7 | 1.0 | -1.1 | 12.1 | 5.5 | 111.9 | -4.8 | 2.8 | -4.4
Cc1ccc(-n2nc3c(c2NC(=O)c2ccco2)CS(=O)(=O)C3)cc1C | 1.9 | 11.0 | -2.0 | -1.0 | -1.6 | 99.6 | 11.3 | -1.2 | -4.5
COc1ccc(C(=O)N2CCCC(Nc3ccc(F)c(F)c3)C2)c(OC)n1 (configuration not stated) | -3.0 | 20.5 | 2.6 | 11.3 | 3.7 | 109.8 | 0.7 | 2.7 | -0.6
CCOC(=O)c1c(C)[nH]c(C(=O)CN2C(=O)NC(C)(c3ccc(C)cc3)C2=O)c1C (configuration not stated) | -2.5 | 8.2 | -0.8 | 3.0 | -4.9 | 117.3 | 0.7 | 3.8 | -5.1
CC(=O)Nc1ccc(S(=O)(=O)c2ccc(N)cc2)cc1 | -1.1 | 15.3 | 0.8 | 1.5 | 1.5 | 111.8 | 2.3 | 3.1 | -14.3
CCCNS(=O)(=O)c1ccc(OCC(=O)NCc2ccc3c(c2)OCO3)cc1 | 2.1 | 1.1 | -1.6 | -1.3 | 0.1 | 111.1 | -15.3 | 1.7 | 84.7&-9.0
CC(=O)N(C)c1ccc(NC(=O)/C=C/c2ccccc2Cl)cc1 | -5.1 | -19.7 | 4.4 | -5.9 | 1.9 | 84.5 | -1.9 | 4.1 | -3.7
COCCCNC(=O)CN(c1cc(C(F)(F)F)ccc1Cl)S(C)(=O)=O | -0.8 | -17.0 | 3.9 | 1.4 | 5.2 | 106.9 | -3.4 | 0.3 | 0.7
Cc1cccc(-n2c(Cc3cc(=O)[nH]c(=O)[nH]3)nnc2SCC(=O)NCc2ccco2)c1 | -3.7 | 7.5 | 2.5 | 3.3 | -0.2 | 100.7 | 10.7 | -1.1 | -4.0
Nc1ccc(S(=O)(=O)O)cn1 | -1.0&-3.0&-0.8 | 8.4&-12.7&3.2 | -2.0&4.0&-2.3 | 2.9&-0.1&-0.3 | -5.8&1.5&-0.8 | 87.6&98.2&101.9 | 7.8&9.1&6.5 | 2.5&1.6&0.9 | -2.4&-7.5&8.4
O=C(CN1CCOCC1)Nc1ccccc1Sc1ccccc1 | -2.6 | -8.5 | 0.9 | 0.9 | -0.5 | 107.3 | 7.0 | 0.3 | 2.3
O=C(C1CCN(Cc2ccccc2)CC1)N1CCCC1 | -8.0 | 5.8 | 0.3 | 0.7 | 0.2 | 98.7 | 3.9 | -0.1 | -17.8
COC(=O)c1cc2occc2n1CC(=O)Nc1ccc(C)cc1C | -1.6 | 4.1 | 0.6 | 3.4 | -6.7 | 84.2 | 13.9 | -1.5 | 4.3
COc1cc(C(=O)O/N=C(\N)c2ccccn2)cc(OC)c1OC | -2.9 | 15.7 | -4.1 | -2.6 | -3.5 | 99.9 | 11.4 | -0.9 | -4.8
CCCC(C)NC(=S)Nc1cc(C)cc(C)c1 (configuration not stated) | -1.3 | -3.5 | -2.8 | 0.2 | -0.3 | 95.5 | -1.0 | 1.0 | -9.9
CCOC(=O)N1CCN(c2ncnc3c2[nH]c2ccc(F)cc23)CC1 | 1.5 | 7.8 | -1.4 | -10.5 | 0.5 | 100.2 | 8.0 | 3.3 | 63.5
O=C(O)CNc1nc(-c2ccccc2)nc2ccccc12 | 3.4 | 11.8 | -2.2 | -3.4 | 0.6 | 120.0 | 6.2 | -1.6 | 11.8
